DAX1 inh-1: DAX1 (NR0B1) inhibition, primary screen. AID 652010. HEK293T StAR-luciferase reporter, SF-1/DAX-1 repression relief. inhibition, % at 6.8 µM. 370,000 tested, 1.1% active;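 active = inhibition above the mean over all tested compounds plus 3 SD, cut at about 3.6% in these data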;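 note: 0% = DAX-1 cells with DMSO and 100% = cells lacking DAX-1 with DMSO; higher inhibition means more luminescence from relief of DAX-1 repression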
hcDAF12 agonist: H. contortus DAF-12 activation, primary screen; AID 652067; 370,000 tested, 1.4% active; HEK293 hcDAF-12 lit1-tk-luc reporter, luminescence; 0% DMSO, 100% Δ7-dafachronic acid; activation, % at 6.8 µM;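 active = activation above the mean of all tested compounds plus 3 SD, cut at about 5.5% in these data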;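 note: 100% = response to 3 µM Δ7-dafachronic acid high control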
hgDAF12 agonist: agonists of H. glycines DAF-12 nuclear receptor; activation, % at 6.8 µM; HEK293 GAL4-hgDAF12 UAS-luciferase reporter, agonist luminescence; normalized to butyrate control; 370,000 tested, 1.8% active;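 active = activation above a cutoff set at the mean of all screened compounds plus 3 SD, cut at about 10% in these data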;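 note: 0% = DMSO wells and 100% = sodium butyrate wells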
sPLA2-III inh: Blocks human group III sPLA2 activity. Q9NZ20. QFRET BODIPY PC-A2 liposome hydrolysis, fluorescence. inhibition, % at 12.2 µM. 370,000 tested, 0.56% active;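 active = inhibition above mean plus 3 SD of compounds lying within the high and low control bounds, cut at about 19% in these data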;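 note: 0% = median of test compound wells and 100% = no enzyme DMSO wells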
ssDAF-12 act: activators of S. stercoralis DAF-12 nuclear receptor; HEK293 ssDAF-12/GRIP1 lit1-tk-luc reporter, luminescence; % of 3 µM dafachronic acid response; activation, % at 6.8 µM; 370,000 tested, 1% active;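 active = activation above the mean over all tested compounds plus 3 SD, cut at about 0.9% in these data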;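 note: 0% = DMSO-only wells and 100% = 3 µM delta7-dafachronic acid wells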
PLC-beta3 inh: blocks human PLC-beta3 enzyme activity; Q01970; Purified PLC-beta3, fluorogenic substrate, fluorescence; inhibition, % at 12.2 µM; 370,000 tested, 0.18% active; AID 720704; in the data active = inhibition above about 11%;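 note: 0% = median of compound wells on plate and 100% = full blocker control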
Target sequence (Q01970 whole entry, looked up): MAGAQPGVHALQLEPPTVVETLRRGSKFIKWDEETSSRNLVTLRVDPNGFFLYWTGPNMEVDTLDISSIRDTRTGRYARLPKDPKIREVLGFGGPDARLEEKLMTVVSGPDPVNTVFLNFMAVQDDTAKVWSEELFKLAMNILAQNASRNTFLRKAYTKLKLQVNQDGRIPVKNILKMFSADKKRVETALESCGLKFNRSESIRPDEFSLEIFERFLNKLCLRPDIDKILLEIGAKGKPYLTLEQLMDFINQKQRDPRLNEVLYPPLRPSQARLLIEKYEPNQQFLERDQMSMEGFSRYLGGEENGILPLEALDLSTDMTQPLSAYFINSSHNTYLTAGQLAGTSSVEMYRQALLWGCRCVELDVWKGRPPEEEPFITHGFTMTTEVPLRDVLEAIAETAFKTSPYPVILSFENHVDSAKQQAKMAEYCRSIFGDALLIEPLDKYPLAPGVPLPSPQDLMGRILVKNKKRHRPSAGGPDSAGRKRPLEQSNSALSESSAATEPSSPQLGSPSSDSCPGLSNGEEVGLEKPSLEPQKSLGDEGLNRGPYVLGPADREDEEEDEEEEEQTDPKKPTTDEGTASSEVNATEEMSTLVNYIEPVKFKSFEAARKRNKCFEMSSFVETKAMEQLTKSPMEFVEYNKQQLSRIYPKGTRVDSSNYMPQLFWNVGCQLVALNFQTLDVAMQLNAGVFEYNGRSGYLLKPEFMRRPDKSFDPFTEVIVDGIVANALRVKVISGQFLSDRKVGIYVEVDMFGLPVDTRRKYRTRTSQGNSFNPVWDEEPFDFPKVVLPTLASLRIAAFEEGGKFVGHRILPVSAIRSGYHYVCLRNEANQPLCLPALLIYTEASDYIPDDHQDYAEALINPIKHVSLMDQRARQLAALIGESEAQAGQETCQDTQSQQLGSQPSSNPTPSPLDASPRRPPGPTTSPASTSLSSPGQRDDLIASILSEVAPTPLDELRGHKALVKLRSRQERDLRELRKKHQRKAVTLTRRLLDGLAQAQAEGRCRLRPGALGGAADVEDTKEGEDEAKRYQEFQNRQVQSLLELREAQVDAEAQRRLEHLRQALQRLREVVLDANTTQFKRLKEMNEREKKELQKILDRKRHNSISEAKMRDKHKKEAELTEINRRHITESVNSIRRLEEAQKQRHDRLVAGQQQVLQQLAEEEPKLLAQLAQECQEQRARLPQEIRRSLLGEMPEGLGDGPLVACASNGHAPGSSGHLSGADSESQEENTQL
SMARCA2 act: SMARCA2 function activation, primary screen | MG213 cells, MMTV-luciferase reporter, dexamethasone, overnight | activation, % at 9.1 µM | 370,000 tested, 1% active | AID 652017; in the data active = activation above about 7.8%;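 note: 0% = vehicle wells and 100% = reference activator wells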
PG9 Ab binder: PG9 antibody binding by small molecule; 360,000 tested, 0.43% active; inhibition, % at 6.7 µM; AID 624416; TR-FRET gp120-PG9 antibody binding; in the data active = inhibition above about 8.5%
DAX1 inh-2: inhibitors of human orphan nuclear receptor DAX1 (NR0B1); HEK293 Gal4-DAX1 luciferase reporter, luminescence; AID 504766; inhibition, % at 6.75 µM; 340,000 tested, 0.99% active;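 active = inhibition above the mean over all tested compounds plus 3 SD, cut at about 4.2% in these data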;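 note: 0% = DAX1-transfected cells with DMSO and 100% = empty-vector control cells with DMSO; inhibition shows as a rise in luminescence from relieved DAX1 repression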
GAA850 FXN act: increases GAA850 frataxin promoter reporter activity; HEK293 lucGAA850 FXN promoter luciferase reporter, 24 h; percent of 10 µM SAHA response; activation, % at 6 µM; 360,000 tested, 0.56% active;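 active = activation above the average of all compounds screened plus 3 SD, cutoff fixed separately per campaign, cut at about 7.5% in these data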;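 note: 0% = DMSO wells and 100% = 10 µM SAHA wells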
Rev-erbA mod: modulators of human Rev-erb alpha DNA binding | P20393 | Rev-erbα–FITC-DNA binding, fluorescence polarization, 90 min | activity, % at 10 µM | 370,000 tested, 0.79% active | AID 1259318;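 active = activity above about 14%, limit read from the data; passing the limit was not always enough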;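 note: 0% = DMSO wells with 35 nM protein and 100% = DMSO wells with 750 nM protein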
* marks the source's active call; other numbers are inactive results; · = no result given. Rows are unselected. Share with any hit: about 7%.

canonical_smiles,DAX1 inh-1,hcDAF12 agonist,hgDAF12 agonist,sPLA2-III inh,ssDAF-12 act,PLC-beta3 inh,SMARCA2 act,PG9 Ab binder,DAX1 inh-2,GAA850 FXN act,Rev-erbA mod
O=C(CCS(=O)(=O)c1cccc2nonc12)NCc1ccc(Cl)cc1,0.4,1.4,3.6,0,-2.1,-6,-2,-0.5,-0.3,1.0,-4
N#Cc1cccc(C#N)c1NCC1CCCO1 (stereo not drawn),-0.1,-3.5,-1.5,10,-1.1,-139,-1,4.0,0.2,-0.7,-7
CC(=O)Nc1ccc(S(=O)(=O)NC2=NCN(c3ccc([N+](=O)[O-])cc3)CN2)cc1,0.8,0.8,0.4,2,-0.8,-1,-2,-1.4,1.4,5.4,7
COc1ccc(/C=C2\C(=O)ON=C2c2ccccc2)cc1OC,0.3,-1.5,-2.9,-2,-0.7,-4,0,-2.8,-0.9,0.7,4
Cc1ccnc(SCC(=O)Nc2cc(C)on2)n1,0.5,1.9,-1.2,7,-0.5,-6,-1,-0.9,0.8,-0.3,0
O=[N+]([O-])c1ccccc1CN1CCN(Cc2ccccn2)CC1,-0.1,0.9,-1.0,2,-1.4,3,-2,0.7,-0.3,0.9,-2
N#Cc1ccc(OCC(=O)NC2CCCCCC2)cc1,-0.1,-0.9,0.5,13,-1.3,-1,-3,0.5,1.3,2.8,-6
Cc1cc([N+](=O)[O-])cc2c1NC(c1ccccn1)C1CC=CC21 (stereo not drawn),0.3,1.6,0.5,1,-1.1,-10,5,-1.4,-0.3,-0.3,-9

Following part
canonical_smiles,DAX1 inh-1,hcDAF12 agonist,hgDAF12 agonist,sPLA2-III inh,ssDAF-12 act,PLC-beta3 inh,SMARCA2 act,PG9 Ab binder,DAX1 inh-2,GAA850 FXN act,Rev-erbA mod
CCOC(=O)c1c(NC(=O)CSc2nnc(-c3cccnc3)n2Cc2ccco2)sc(C)c1C,-0.1,-2.2,-4.6,-13,-1.1,-1,1,1.0,-0.5,-1.9,-1
COc1cccc(/C=N/NC(=O)CSc2nnc(C)n2-c2ccccc2)c1O,-0.8,-2.1,-3.0,-8,-1.2,-4,-5,0.3,-0.4,-2.1,6
Cc1ccc(CNC(=O)CO/N=C/c2ccc3c(c2)OCO3)cc1,0.2,-0.6,0.1,4,-1.1,-1,0,-1.7,-1.4,1.6,4
COc1cc(/C=C/CNC[C@H]2O[C@@H](n3cnc4c(=O)[nH]c(N)nc43)[C@H](O)[C@@H]2O)ccc1O,0.1,2.2,-0.5,13,-0.3,-11,-4,0.2,·,·,3
CCn1cc(CN2CCN(Cc3ccc(C)o3)C(CCO)C2)c2ccccc21 (stereo not drawn),-0.4,5.6*,3.4,-11,0.3,-5,1,-1.1,0.6,-2.6,-2
CC(C)(C)NC(=O)C(OC(=O)c1ccco1)c1ccccc1F (stereo not drawn),0.2,-0.5,-1.2,3,-0.6,-66,0,0.3,1.2,1.3,-6
COc1ccc(NC(=O)C(CCCCNC(=O)OC(C)(C)C)NC(=O)OCc2ccccc2)cc1 (stereo not drawn),0.2,-0.8,4.2,1,-1.1,2,-1,-0.2,-0.6,0.8,-5
CC(=O)Nc1cccc(-c2ccnc3c2CC(C(=O)NCC2CCOCC2)O3)c1 (stereo not drawn),-1.5,-1.4,1.6,8,-1.3,13*,-5,-0.1,·,-2.8,-6

2 compounds from above, showing only ssDAF-12 act, SMARCA2 act and PG9 Ab binder.
structure,ssDAF-12 act,SMARCA2 act,PG9 Ab binder
CCn1cc(CN2CCN(Cc3ccc(C)o3)C(CCO)C2)c2ccccc21 (stereo not drawn),0.3,1,-1.1
COc1cccc(/C=N/NC(=O)CSc2nnc(C)n2-c2ccccc2)c1O,-1.2,-5,0.3

Carrying on.
canonical_smiles,DAX1 inh-1,hcDAF12 agonist,hgDAF12 agonist,sPLA2-III inh,ssDAF-12 act,PLC-beta3 inh,SMARCA2 act,PG9 Ab binder,DAX1 inh-2,GAA850 FXN act,Rev-erbA mod
CCOc1cc(/C=C2\COc3ccccc3C2=O)cc(Br)c1OCC(=O)N(C)C,-2.0,-4.5,-9.3,-6,-2.3,-8,-10,-2.3,-3.2,-7.1,2
COC(=O)c1nnn(-c2nonc2N)c1CSc1nnc(C)s1,-0.1,-1.4,0.5,-2,-0.7,-4,-1,-1.5,-1.5,0.8,-1
COc1ccc(C(=O)N/C(=C\c2ccccc2)C(=O)NCCCn2ccnc2)cc1,-0.1,0.7,-0.3,-1,-0.9,-6,-1,1.8,-0.1,0.0,-1
Cc1cc(C)nc(SCC(=O)c2ccc(F)cc2F)n1,0.0,-1.5,-0.5,-46,-0.3,-6,1,-2.1,0.4,2.2,-3
C[C@H]1[C@@H](NC(=O)c2cccc(C(F)(F)F)c2)CC[C@@]23CCCN2C(=O)CCC[C@@H]13,·,-1.2,-3.0,-5,-0.8,-2,·,·,·,·,4
CC(C)(C)NC(=O)NC(=O)COC(=O)Cn1cnc2ccccc2c1=O,-0.4,0.9,3.9,2,-1.0,-2,-4,-1.0,0.2,-0.9,-1
S=C(Nc1ccc(Cl)cc1)N1CCCCC1,-0.2,3.0,-1.2,18,-0.6,-1,-2,-0.1,-1.2,2.0,0
O=C1CCCCN1CC(=O)N1CCCC(Nc2ccc(F)c(F)c2)C1 (stereo not drawn),-0.3,-0.8,2.9,3,-1.3,-2,0,1.5,0.1,-0.4,-1

Additional compounds.
canonical_smiles,DAX1 inh-1,hcDAF12 agonist,hgDAF12 agonist,sPLA2-III inh,ssDAF-12 act,PLC-beta3 inh,SMARCA2 act,PG9 Ab binder,DAX1 inh-2,GAA850 FXN act,Rev-erbA mod
COC(=O)[C@]12C[C@H](CC(=O)NCc3cccs3)C(=O)N(Cc3ccco3)C1=C[C@H](COCc1ccccc1)O[C@@H]2C,-0.6,-1.3,3.0,-10,-1.8,1,-3,·,·,·,12
Cc1cc(C(=O)OCC(=O)Nc2cccc([N+](=O)[O-])c2)c(C)o1,-1.4,-0.4,-1.8,-6,-1.2,0,-2,-0.1,0.0,-1.2,11
COc1cccc(Oc2nnnn2-c2ccccc2)c1,2.3,2.3,6.5,1,-0.8,5,4,0.2,0.4,3.7,-2
CC[C@]12C(=O)N(C)C[C@H]([C@@H]3C(=O)N(C)C(=O)[C@@H]31)N2C(=O)c1ccc(F)cc1,0.2,-1.5,-0.6,4,-1.3,-5,1,3.4,1.6,-0.1,-1
Cc1c(C(c2ccccc2O)c2c(C)n(C)n(-c3ccccc3)c2=O)c(=O)n(-c2ccccc2)n1C,0.6,1.0,-2.5,0,-1.2,0,-4,0.2,2.1,-2.7,-4
O=C(CN(Cc1ccc(Cl)cc1)S(=O)(=O)c1ccccc1)NCC1CCCO1 (stereo not drawn),-1.6,0.0,-0.8,-2,-0.9,-5,-2,-1.7,-0.3,-0.2,2
C/C=C\C(=O)Nc1cccc(C2=NOC3(C2)C[C@H](C(N)=O)N(C(=O)/C=C/CC)C3)c1 (stereo partly drawn),0.4,-0.9,0.4,-4,-1.3,5,0,-2.1,0.1,-0.7,-4
O=C(NC1CCCCN(Cc2ccc(Cl)cc2)C1=O)c1cc(-c2ccccc2)no1 (stereo not drawn),-1.6,2.6,-0.5,0,0.2,0,-3,·,·,·,3

(list continues)
canonical_smiles,DAX1 inh-1,hcDAF12 agonist,hgDAF12 agonist,sPLA2-III inh,ssDAF-12 act,PLC-beta3 inh,SMARCA2 act,PG9 Ab binder,DAX1 inh-2,GAA850 FXN act,Rev-erbA mod
CNc1ncc(C(=O)c2ccccc2)s1,0.3,-0.1,3.4,-2,-1.3,4,4,0.1,1.4,5.1,-2
Cc1cc(OCC(=O)NCc2cccnc2)ccc1[N+](=O)[O-],0.2,-0.9,-1.4,5,-2.1,-3,0,-0.3,0.3,-0.7,-2
Cc1ccc(-c2nnc(SCc3ccccc3F)o2)cc1,3.5,5.7*,16*,-5,0.5,-5,4,0.4,3.0,3.5,-4
CC(C)C[C@H](NC(=O)N1CCn2c1nc1ccccc12)C(=O)N[C@@H](C(=O)O)c1ccccc1,-0.3,-0.9,2.2,-13,-1.1,3,-1,-3.0,-1.5,-1.0,1
CC1CCCCN1C(=O)COc1ccc(F)cc1 (stereo not drawn),-0.5,-1.5,0.2,-2,-1.1,1,2,-2.5,-0.6,1.0,7
CCCCN1C(=O)C(=O)NC[C@@H]1Cc1ccc(O)cc1,0.6,1.6,-0.8,0,-0.5,5,3,-0.7,·,·,7
Cc1cc(S(=O)(=O)Nc2cccc(C(=O)O)c2)c(C)c(S(=O)(=O)c2ccc(Cl)cc2)c1,0.3,-0.4,-0.9,-8,-0.7,-8,-2,-0.7,-1.1,-1.2,2
CCC(C)NC(=O)N[C@@H](Cc1ccccc1)C(=O)O (stereo partly drawn),0.2,0.4,0.3,5,-0.2,3,-2,0.6,0.3,-1.9,-4

Single entries from the entries so far:
For sPLA2-III inh, CCC(C)NC(=O)N[C@@H](Cc1ccccc1)C(=O)O (stereo partly drawn) has the entry 5
For Rev-erbA mod, CC1CCCCN1C(=O)COc1ccc(F)cc1 (stereo not drawn) has the entry 7
For DAX1 inh-2, CNc1ncc(C(=O)c2ccccc2)s1 has the entry 1.4

The list continues:
canonical_smiles,DAX1 inh-1,hcDAF12 agonist,hgDAF12 agonist,sPLA2-III inh,ssDAF-12 act,PLC-beta3 inh,SMARCA2 act,PG9 Ab binder,DAX1 inh-2,GAA850 FXN act,Rev-erbA mod
CCCCNC(=O)C1(N2C(=O)c3ccccc3C2=O)CCCC1,0.0,0.1,2.0,-5,-1.1,2,2,-1.9,·,0.9,-7
CC(C)c1ccc(C2c3[nH]c4ccccc4c3C[C@H]3C(=O)N(c4ccccc4C(=O)N4CCC(C(=O)O)CC4)C(=O)N23)cc1 (stereo partly drawn),0.1,5.8*,3.8,-38,-0.8,-6,1,-2.5,2.9,-0.5,1
CN(N)c1nc(N2CCCC2)nc(N2CCCC2)n1,0.0,1.4,-0.1,2,-1.4,-3,-2,-1.4,-0.5,1.2,1
O=c1cc(/C=C/c2ccccc2)oc2ccccc12,3.7*,6.9*,12*,-15,1.6*,-43,4,-0.6,0.6,6.9,8
O=C(CN1C(=O)CSCC1=O)Nc1ccc2c(c1)OCO2,0.0,0.8,0.6,-2,-1.5,8,-5,-2.9,-0.2,1.6,-4

Screening data deposited in PubChem BioAssay by several laboratories.
